Assay outcomes from PubChem.
PAFAH1B3 inh – PAFAH1B3 enzyme inhibitors, primary screen, biochemical, fluorescence polarization, human; Platelet-activating factor acetylhydrolase IB subunit alpha1 (Homo sapiens), Q15102; recombinant PAFAH1B3, FP-rhodamine probe; inhibition, % at 3.39 µM; 340,000 tested, 0.28% active;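 active means inhibition above the screen-wide average of all tested compounds plus 3 SD, cut at about 25% in these data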;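 further: 0% = enzyme with DMSO only and 100% = wells lacking PAFAH1B3 protein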
pPAFAH inh – pPAFAH enzyme inhibitors, primary screen, biochemical, fluorescence polarization, human | Platelet-activating factor acetylhydrolase (Homo sapiens), Q13093 | recombinant pPAFAH, FP-rhodamine probe fluorescence polarization | inhibition, % at 3.39 µM | 330,000 tested, 1.5% active | AID 463082, 2010;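 active means inhibition above the mean inhibition across the screen plus 3 SD, cut at about 25% in these data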;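 further: inhibitors block binding of the rhodamine activity-based probe so polarization drops; 0% = enzyme with DMSO and 100% = wells lacking pPAFAH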
PAD4 inh – human PAD4 inhibitors, primary screen, biochemical, fluorescence polarization, 1536-well format; inhibition, % at 6.36 µM; 330,000 tested, 0.41% active; recombinant PAD4, RCA probe fluorescence polarization;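 active means percent inhibition above a cutoff equal to the mean of all tested compounds plus 3 SD, cut at about 15% in these data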;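 further: 0% = PAD4 with RCA probe and DMSO and 100% = probe without PAD4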
Target sequence (Q9UM07 whole entry, looked up): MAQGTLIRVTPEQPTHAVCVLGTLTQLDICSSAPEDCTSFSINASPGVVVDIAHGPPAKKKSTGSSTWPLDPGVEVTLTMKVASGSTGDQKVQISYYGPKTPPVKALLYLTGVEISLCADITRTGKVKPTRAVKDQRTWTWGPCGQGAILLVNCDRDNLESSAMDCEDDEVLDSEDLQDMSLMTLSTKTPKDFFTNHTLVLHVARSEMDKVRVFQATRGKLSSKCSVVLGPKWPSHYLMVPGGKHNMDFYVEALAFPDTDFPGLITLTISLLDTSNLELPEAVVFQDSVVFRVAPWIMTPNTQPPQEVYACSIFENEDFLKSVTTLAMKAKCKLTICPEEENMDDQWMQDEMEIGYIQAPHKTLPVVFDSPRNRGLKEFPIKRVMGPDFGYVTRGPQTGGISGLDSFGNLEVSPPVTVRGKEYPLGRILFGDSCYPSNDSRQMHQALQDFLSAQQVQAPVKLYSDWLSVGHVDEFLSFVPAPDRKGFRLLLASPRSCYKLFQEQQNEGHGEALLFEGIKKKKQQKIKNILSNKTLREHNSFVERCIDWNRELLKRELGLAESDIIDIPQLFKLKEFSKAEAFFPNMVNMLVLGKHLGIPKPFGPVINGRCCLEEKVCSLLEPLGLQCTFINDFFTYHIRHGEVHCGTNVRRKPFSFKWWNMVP
PAFAH1B2 inh – PAFAH1B2 enzyme inhibitors, primary screen, biochemical, fluorescence polarization, human; Platelet-activating factor acetylhydrolase IB subunit alpha2 (Homo sapiens), P68402; recombinant PAFAH1B2, FP-rhodamine activity probe; inhibition, % at 3.39 µM; 340,000 tested, 1.2% active; AID 492953, 2010;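 active means inhibition above the mean of all tested compounds plus 3 SD, cut at about 24% in these data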;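 further: 0% = enzyme with DMSO and 100% = wells lacking PAFAH1B2; many of its hits are not listed in these tables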
GSTO1 inh – inhibitors of recombinant GSTO1, primary screen, counter-screen for RBBP9 inhibitor project, biochemical, fluorescence polarization | activity-based probe fluorescence polarization | 300,000 tested, 1.1% active | inhibition, % at 5.96 µM;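 active means inhibition above the campaign mean inhibition plus 3 SD, cut at about 35% in these data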;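 further: 0% = GSTO1-1 with DMSO and 100% = wells lacking GSTO1-1 enzyme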
Target sequence (P78417 whole entry, looked up): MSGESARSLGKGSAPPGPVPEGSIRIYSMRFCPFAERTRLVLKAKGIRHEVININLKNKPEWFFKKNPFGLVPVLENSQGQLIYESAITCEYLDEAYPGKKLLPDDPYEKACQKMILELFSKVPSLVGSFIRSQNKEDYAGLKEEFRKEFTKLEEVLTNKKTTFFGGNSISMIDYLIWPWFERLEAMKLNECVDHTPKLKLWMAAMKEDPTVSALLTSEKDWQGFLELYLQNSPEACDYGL
PAFAH2 FP inh – PAFAH2 enzyme inhibitors, primary screen, biochemical, fluorescence polarization, human; inhibition, % at 3.39 µM; recombinant PAFAH2, FP-rhodamine activity probe; Platelet-activating factor acetylhydrolase 2, cytoplasmic (Homo sapiens), Q99487; 340,000 tested, 0.99% active;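 active means inhibition above the mean over all tested compounds plus 3 SD, cut at about 30% in these data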;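 further: inhibitors block probe labeling of enzyme so polarization drops; 0% = enzyme with DMSO and 100% = wells lacking PAFAH2 protein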
LYPLA1 counter – LYPLA1 inhibitors, primary screen, counter-screen for PME1 inhibitor project, biochemical, fluorescence polarization, FP-Rh probe ABPP. Acyl-protein thioesterase 1 (Homo sapiens), O75608. recombinant LYPLA1. inhibition, % at 5.9 µM. 320,000 tested, 0.16% active. AID 2174, 2009;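 active means inhibition above the mean of all tested compounds plus 3 SD, set per campaign, cut at about 14% in these data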;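 further: inhibitors block serine hydrolase probe labeling of LYPLA1 so polarization falls; 0% = enzyme with DMSO and 100% = wells lacking LYPLA1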
PME-1 primary – PME-1 inhibitors via competitive probe labeling, primary screen, biochemical, fluorescence polarization, FP-Rh probe, HTS. Protein phosphatase methylesterase 1 (Homo sapiens), Q9Y570. recombinant PME-1. inhibition, % at 5.9 µM. 320,000 tested, 0.53% active. AID 2130, 2009;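 active means inhibition above the campaign mean of all compounds plus 3 SD, cut at about 26% in these data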;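 further: competitive labeling of PME-1 active site by serine hydrolase directed probe; 0% = PME-1 with DMSO and 100% = wells lacking PME-1 enzyme; inhibitors block probe labeling so polarization falls and inhibition rises; many of its hits are not listed in these tables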
LYPLA2 inh – LYPLA2 inhibitors, primary screen, counter-screen for PME1 inhibitor project, biochemical, fluorescence polarization, FP-Rh probe ABPP. Acyl-protein thioesterase 2 (Homo sapiens), O95372. recombinant LYPLA2. inhibition, % at 5.9 µM. 320,000 tested, 0.38% active;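 active means inhibition above the screen-wide mean plus 3 SD, limit set per campaign, cut at about 26% in these data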;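 further: 0% = LYPLA2 with DMSO and 100% = wells lacking LYPLA2 enzyme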
* hit, by the source's call; / = no result given. Only part of the results is shown; the hit share may differ from the screen's.

SMILES	PAFAH1B3 inh	pPAFAH inh	PAD4 inh	PAFAH1B2 inh	GSTO1 inh	PAFAH2 FP inh	LYPLA1 counter	PME-1 primary	LYPLA2 inh
Cc1cc(C)c(C)c(OCC(=O)NCc2nc(-c3ccccc3)no2)c1	-1	2	-3	-4	-2	0	-6	3	-5
COc1cccc(CN2CC(C(=O)N3CCN(c4ccc(Cl)cc4)CC3)CCC2=O)c1 (stereo not given)	-1	4	-3	2	0	-6	8	6	8
CCc1cccc(C)c1NC(=O)Nc1ccc2c(c1)OCO2	4	3	6	1	12	2	1	4	6
COc1ccc(OC)c(NC(=O)C2CCN(C(=O)c3cccs3)CC2)c1	4	5	3	1	3	7	-1	7	12
O=C1C(=O)N(CCN2CCOCC2)C(c2ccccc2F)/C1=C(\O)c1ccc(S(=O)(=O)N2CCOCC2)cc1 (stereo not given)	3	4	-4	11	6	6	1	-1	2
CCOC(=O)c1c(-c2ccccc2)[nH]c2ccc(O)cc12	9	4	-2	-4	6	8	2	-2	1
CC1CCN(C(=O)CCc2nnc3ccc(N4CCC5(CC4)OCCO5)nn23)CC1	-1	3	2	-6	1	3	-3	4	5
O=C(c1cc([N+](=O)[O-])ccc1N1CCOCC1)N1CCCC1	1	2	-2	0	1	1	2	-3	-1
O=C(Nc1ccc(-c2csc(Nc3ccccc3)n2)cc1)c1cc([N+](=O)[O-])cc(C(F)(F)F)c1	22	2	2	23	-11	50*	-11	1	-8
COc1ccc(C(=O)CSc2n[nH]c(-c3ccco3)n2)cc1	9	18	-9	1	-1	8	-5	2	-5
CCCCN(C(=O)c1ccc2c(c1)OCO2)c1c(N)n(CC(C)C)c(=O)[nH]c1=O	-6	-2	-1	-4	/	4	0	5	0
Cc1ccccc1N1CCN(C2CCCN(C(=O)c3ccccn3)C2)CC1 (stereo not given)	5	5	-3	2	-2	6	-2	-1	1
Cc1ccc(S(=O)(=O)N2CCCC2C(=O)Oc2ccccc2)cc1 (stereo not given)	12	2	2	3	4	1	3	6	-4
O=C(O)COc1ccccc1Cc1ccccc1	-6	0	1	7	10	3	2	-5	9
COc1ccccc1C(=O)Nc1cccc(C(=O)c2ccccc2)c1	0	5	-1	1	-2	0	-3	-3	3
O=C(Cn1c(NCCO)nc2ccccc21)c1ccc(Cl)cc1	9	4	-2	5	-3	2	3	5	12
COCC(=O)N(Cc1cc2ccccc2[nH]c1=O)c1ccc(OC)cc1	-1	6	2	2	7	-3	-2	-1	1
O=C(CC(=O)c1c(F)cccc1Cl)c1ccccc1O	0	-1	-3	8	8	3	2	-1	6
Cc1c(NC(=O)Nc2cccs2)cccc1[N+](=O)[O-]	4	4	2	-2	19	-4	1	12	5
CCOC(=O)c1ccccc1NC(=O)c1ccccc1N(C)S(C)(=O)=O	0	5	-5	4	-2	3	0	-1	-3
CN(C)CCCNS(=O)(=O)c1cc(Cl)ccc1Cl	7	6	3	8	3	1	0	-3	9
COc1ccc(S(=O)(=O)N2CCN(C(=O)CN3C(=O)NC(C)(c4ccc5ccccc5c4)C3=O)CC2)cc1 (stereo not given)	7	10	-2	3	21	4	-2	5	1
COc1ccccc1NC(=O)CN(C)S(=O)(=O)c1ccc2c(c1)CCC(=O)N2	5	-3	-3	5	-4	3	-2	1	-1
CC(C)Nc1oc(-c2cccc3ccccc23)nc1C#N	7	11	1	0	0	4	2	16	1
CC(=O)N1CCN(c2ccccc2NC(=O)c2ccc(C#N)cc2F)CC1	10	4	1	-3	5	6	0	-1	2

Reprinted from above, 14 compounds:
SMILES	PAFAH1B3 inh	pPAFAH inh	PAD4 inh	PAFAH1B2 inh	GSTO1 inh	PAFAH2 FP inh	LYPLA1 counter	PME-1 primary	LYPLA2 inh
Cc1cc(C)c(C)c(OCC(=O)NCc2nc(-c3ccccc3)no2)c1	-1	2	-3	-4	-2	0	-6	3	-5
COc1cccc(CN2CC(C(=O)N3CCN(c4ccc(Cl)cc4)CC3)CCC2=O)c1 (stereo not given)	-1	4	-3	2	0	-6	8	6	8
CCc1cccc(C)c1NC(=O)Nc1ccc2c(c1)OCO2	4	3	6	1	12	2	1	4	6
COc1ccc(OC)c(NC(=O)C2CCN(C(=O)c3cccs3)CC2)c1	4	5	3	1	3	7	-1	7	12
O=C1C(=O)N(CCN2CCOCC2)C(c2ccccc2F)/C1=C(\O)c1ccc(S(=O)(=O)N2CCOCC2)cc1 (stereo not given)	3	4	-4	11	6	6	1	-1	2
CCOC(=O)c1c(-c2ccccc2)[nH]c2ccc(O)cc12	9	4	-2	-4	6	8	2	-2	1
CC1CCN(C(=O)CCc2nnc3ccc(N4CCC5(CC4)OCCO5)nn23)CC1	-1	3	2	-6	1	3	-3	4	5
O=C(c1cc([N+](=O)[O-])ccc1N1CCOCC1)N1CCCC1	1	2	-2	0	1	1	2	-3	-1
O=C(Nc1ccc(-c2csc(Nc3ccccc3)n2)cc1)c1cc([N+](=O)[O-])cc(C(F)(F)F)c1	22	2	2	23	-11	50*	-11	1	-8
COc1ccc(C(=O)CSc2n[nH]c(-c3ccco3)n2)cc1	9	18	-9	1	-1	8	-5	2	-5
CCCCN(C(=O)c1ccc2c(c1)OCO2)c1c(N)n(CC(C)C)c(=O)[nH]c1=O	-6	-2	-1	-4	/	4	0	5	0
Cc1ccccc1N1CCN(C2CCCN(C(=O)c3ccccn3)C2)CC1 (stereo not given)	5	5	-3	2	-2	6	-2	-1	1
Cc1ccc(S(=O)(=O)N2CCCC2C(=O)Oc2ccccc2)cc1 (stereo not given)	12	2	2	3	4	1	3	6	-4
O=C(O)COc1ccccc1Cc1ccccc1	-6	0	1	7	10	3	2	-5	9

Further results
SMILES	PAFAH1B3 inh	pPAFAH inh	PAD4 inh	PAFAH1B2 inh	GSTO1 inh	PAFAH2 FP inh	LYPLA1 counter	PME-1 primary	LYPLA2 inh
COc1ccc2nc(SCC(=O)NC3CCCCC3)[nH]c2c1	0	5	-1	3	-1	-1	-2	-3	0
CCOc1ccccc1N1CCN(C(=O)COc2ccc3c(C)cc(=O)oc3c2)CC1	8	-2	-1	-5	-2	3	-3	2	-4
CCc1cc2c(=O)c(-c3nc4ccccc4n3C)coc2c(CN2CCOCC2)c1O	1	6	-2	1	3	-10	-1	-2	2
CC(=O)Nc1ccc(NC2=Nc3ccccc3N3C2=Nc2c(c(C)nn2-c2ccccc2)C3c2ccccc2)cc1 (stereo not given)	-4	3	1	-1	1	-2	3	-3	4
C[C@H]([C@H](O)c1ccccc1)N(C)C(=O)CN	8	5	-1	-4	5	1	1	6	-1
CCn1ncc([N+](=O)[O-])c1C(=O)Nc1ccc(C(=O)N2CCCCC2)cc1	9	-1	-1	-5	2	-3	-2	3	2
CC(=O)Nc1ccc(NC(=O)CCn2cnnn2)cc1	6	0	-5	0	-1	-4	0	6	-2
O=C(Cc1ccccc1)N1CCN(S(=O)(=O)c2ccc([N+](=O)[O-])cc2)CC1	4	6	-7	7	7	1	2	0	4
COC(=O)CSc1nnc(C)n1-c1ccc(C)cc1	10	4	0	2	0	4	-3	2	-6
CN(CC1CCCN(CCc2ccc(Cl)cc2)C1)C(=O)CC(F)(F)F (stereo not given)	5	3	-1	4	10	-11	-1	-3	-1
Cc1ccc(CNCC(=O)Nc2cccc(S(=O)(=O)NC3=NCCCCC3)c2)cc1	13	4	-3	8	3	7	-3	0	-3
Nc1nnc(SCC(=O)Nc2cccc(S(=O)(=O)N3CCCCC3)c2)s1	-8	-1	-7	6	/	6	-3	-1	2
Nc1cc(N)nc(SCc2ccccc2)n1	2	4	-4	2	-4	4	6	5	14
CCCOc1ccc(/C(O)=C2/C(=O)C(=O)N(CCCn3ccnc3)C2c2cccs2)cc1 (stereo not given)	5	-6	-1	-5	5	1	-2	-3	-5
Cc1cc(C)c2[nH]c(=O)c(CN(CC3CCCO3)C(=S)NCc3ccco3)cc2c1 (stereo not given)	-6	7	-9	-1	-1	-2	-1	-6	2
Cc1ccc(/C=C/C(=O)Nn2cnnc2)cc1	7	-4	3	-1	8	-3	1	-4	4
CC(=O)c1ccc(NC(=O)CC(NCCC2=CCCCC2)C(=O)O)cc1 (stereo not given)	4	4	-4	3	9	3	4	-4	4
CCc1ccc(N2CC34C=CC(O3)C(C(=O)OC(C)C)C4C2=O)cc1 (stereo not given)	5	4	-8	1	2	3	1	-2	3
CCN(C(=O)C1CCCN(c2nc(-c3ccc(OC)cc3)no2)C1)c1ccccc1F (stereo not given)	6	2	-1	8	1	-3	-4	-4	2
CCOc1ccc(NC(=O)Cc2c(C(=O)O)n(C)c3ccccc23)cc1	2	9	-2	5	0	-3	3	4	7
O=c1[nH]c(-c2ccccc2)ncc1Oc1ccccc1	/	10	-2	/	-2	/	3	-1	-1
Cc1onc(COc2ccccc2O)c1Br	10	1	0	8	7	6	-2	-1	1
COCCSc1nnc(NC(=O)C2CC(=O)N(C3CCCC3)C2)s1 (stereo not given)	-3	0	-5	0	1	-4	-1	2	0
CC(OC(=O)c1oc2ccccc2c1COc1ccccc1)C(N)=O (stereo not given)	8	-4	3	2	-4	1	-1	-2	1
CCc1c(C)nc2[nH]nc(NC(=O)C(F)(F)F)n2c1=O	0	0	1	7	-3	-7	1	2	2

Other structures follow.
SMILES	PAFAH1B3 inh	pPAFAH inh	PAD4 inh	PAFAH1B2 inh	GSTO1 inh	PAFAH2 FP inh	LYPLA1 counter	PME-1 primary	LYPLA2 inh
O=C(O)CSC(=S)N1CCCC1	-1	7	6	5	-3	-7	-2	5	2
COC(=O)c1sc(NC(=O)c2csc3c2CCCC3)nc1C	6	-1	3	3	-24	-4	-9	-11	-8
CC(C)(C)N(NS(=O)(=O)c1ccc(F)cc1)c1ccccc1	6	1	-6	5	-6	7	1	3	4
O=C(CC12CC3CC(CC(Br)(C3)C1)C2)NCc1ccccc1	8	0	-1	12	2	2	0	-4	2
COc1ccc(Nc2cc(C(=O)NCCCOC(C)C)c3ccccc3n2)c(OC)c1	5	5	2	6	1	0	2	3	0
CCCCCN(C(=O)CCC(=O)OCc1ccc(Cl)cc1Cl)c1c(N)n(CCCC)c(=O)[nH]c1=O	2	1	5	4	4	1	5	4	1
CC1CCCN(C(=O)COC(=O)c2cc(Br)ccc2O)C1 (stereo not given)	0	0	-3	7	/	-7	/	/	/
Cc1[nH]c2ccccc2c1-c1csc(NC(=O)CSCC(=O)O)n1	6	11	-2	4	15	-1	-2	-5	-1
COc1ccccc1CNC(=O)c1cc(C(C)C)nc2ccccc12	2	1	0	7	1	-13	-1	-3	-1

Looked up by compound from the entries so far:
SMILES	PAFAH1B3 inh	pPAFAH inh	PAD4 inh	PAFAH1B2 inh	GSTO1 inh	PAFAH2 FP inh	LYPLA1 counter	PME-1 primary	LYPLA2 inh
CCCCCN(C(=O)CCC(=O)OCc1ccc(Cl)cc1Cl)c1c(N)n(CCCC)c(=O)[nH]c1=O	2	1	5	4	4	1	5	4	1
Cc1[nH]c2ccccc2c1-c1csc(NC(=O)CSCC(=O)O)n1	6	11	-2	4	15	-1	-2	-5	-1
